High-throughput results from PubChem.
ERG-DNA inh = blocks human ERG Ets domain binding to DNA; P11308; 0.028% of 370,000 active; Potency, µM (top dose mostly 76.9 µM), inactives show at the highest dose FP activity, negative = inhibition, hits mostly inhibitors; fluorescence polarization, His-ERG Ets domain / labelled DNA; active = well fitted inhibition curve with a large enough effect in the polarisation, with a control signal flat; inconclusive = small, poorly fitted or top-dose-only effect, or effect the other way, or a change in a side signal; inactive = no such curve, though single readings can be large or run the other way; the % refers to the polarisation;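 also: polarization taken with two DNA probes labelled with fluorescein and Texas red; potency is read from the fitted curve at half-maximal effect; % of control where 0% means no effect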
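His-tagged ERG Ets domain (1 uM in the protein solution; 300mM KCl, 50mM Tris-HCl, 1mM EDTA, 1mM DTT, pH 7.5) received compound, then a probe mix of 5 nM fluorescein-DNA and 100nM Texas-615-DNA. Fluorescence polarization was read for both dyes.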
LDHA block = blocks human lactate dehydrogenase A; activity change, % (values are at about 110 or 230 µM); 0.15% of 480,000 active; AID 1347041; P00338; purified LDHA, NADH/diaphorase-resazurin fluorescence; active compounds read low; in the data active = activity change below about -30%; inconclusive = mostly about -25% to -30%;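 also: plate controls were DMSO wells for no effect and wells without enzyme for full effect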
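Remaining NADH was detected by diaphorase (0.133 mg/mL) converting 37 µM resazurin to fluorescent resorufin, read at 0 and 20 minutes. The preceding 5-minute room-temperature reaction used 2 nM LDHA, 0.2 mM sodium pyruvate and 0.06 mM NADH at pH 7.4.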
RGS4 inhibitor = inhibitors of human regulator of G protein signaling 4. P49798. Transcreener GDP fluorescence polarization, RGS4-accelerated GTP hydrolysis. Potency, µM (top dose mostly 114 µM), without a hit: at the top dose activity change, negative = inhibition, most hits filed as inhibitors. 0.039% of 390,000 active; also: potency is read from the fitted curve at half-maximal effect; % is scaled to controls: 0 for no effect and ±100 for the full control effect; nearly all actives have a fitted effect of over 75% in size; some results filed as inactive show a strong effect at the top dose
Target sequence (P49798 whole entry, looked up): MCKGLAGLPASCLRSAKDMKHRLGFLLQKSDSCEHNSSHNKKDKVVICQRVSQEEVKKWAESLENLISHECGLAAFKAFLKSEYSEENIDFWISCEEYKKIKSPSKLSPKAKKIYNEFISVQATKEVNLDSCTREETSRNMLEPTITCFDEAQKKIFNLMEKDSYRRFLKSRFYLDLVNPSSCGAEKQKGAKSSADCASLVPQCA
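MLSMR compounds (23 nl, pin-transferred) preincubated 10 min at room temperature with a 500nM (2x) first reagent, then RGS4 at 900nM (2x) plus Transcreener GDP mix added; fluorescence polarization (620/688 nm) read before and after 90 min at 30 °C.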
Vif-A3F inh = blocks the Vif interaction with APOBEC3F. HeLa A3F-eYFP + Vif (tagged APOBEC3F with the HIV-1 protein that degrades it), YFP fluorescence increase. Potency, µM (titrated, usually from 46.1 µM), without a hit: at the highest dose activity, negative = active. 0.2% of 390,000 active; also: potency is read from the fitted curve at half-maximal effect; % of control where 0% means no effect; nearly all actives have a fitted effect of over 65% in size
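HeLa cells stably expressing Vif plus C-terminally eYFP-tagged A3F were seeded, incubated overnight at 37 deg C, dosed with compound, incubated overnight again at 37 deg C. Yellow fluorescence (Ex 488/Em 500-530) reported blocked Vif-mediated A3F-eYFP degradation.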
Glioma ERSR ind = inducers of ER stress response in human glioma cells; U87-MG GRP78 promoter luciferase reporter, 16 h; AID 602332; Potency, µM, without a hit: top-dose activation, actives largely listed as activators; 0.02% of 420,000 active; also: potency is read from the fitted curve at half-maximal effect; series mostly up to about 76 µM; % of control where 0% means no effect; nearly all actives have a fitted effect of over 35% in size
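ERSR induction read as luciferase luminescence (Bright-Glo, 10 min at room temperature) in stably transfected human U87-MG glioma cells exposed to compounds for 16 h, using GRP78 as sensor.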
Vif-A3G inh = blocks the Vif interaction with human APOBEC3G; 0.076% of 410,000 active; Potency, µM (doses to about 46.1 µM), inactives show top-dose activity, negative = active, most hits filed as inhibitors; Q9HC16; HeLa A3G-eYFP + Vif (tagged APOBEC3G with the HIV-1 protein that degrades it), YFP fluorescence, overnight;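 also: potency is read from the fitted curve at half-maximal effect; % is scaled to controls: 0 for no effect and ±100 for the full control effect; nearly all actives have a fitted effect of over 60% in size; hits raise eYFP signal because A3G escapes Vif-driven loss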
Target sequence (Q9HC16 whole entry, looked up): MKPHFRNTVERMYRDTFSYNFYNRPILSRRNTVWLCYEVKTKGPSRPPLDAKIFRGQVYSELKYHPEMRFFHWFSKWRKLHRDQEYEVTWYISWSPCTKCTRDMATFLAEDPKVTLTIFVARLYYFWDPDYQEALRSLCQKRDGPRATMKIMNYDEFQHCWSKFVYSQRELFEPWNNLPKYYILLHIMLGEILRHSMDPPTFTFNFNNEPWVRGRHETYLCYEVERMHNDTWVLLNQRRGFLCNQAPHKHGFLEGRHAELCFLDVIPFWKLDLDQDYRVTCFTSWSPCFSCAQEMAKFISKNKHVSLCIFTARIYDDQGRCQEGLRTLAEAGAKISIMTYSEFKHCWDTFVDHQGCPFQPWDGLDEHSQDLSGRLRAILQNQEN
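HeLa cells stably expressing Vif and C-terminally eYFP-tagged A3G, seeded overnight at 37 deg C, then exposed to compound by pintool overnight at 37 deg C. Rise in yellow fluorescence (Ex 488/Em 500-530, Acumen) marks blocked Vif-driven A3G degradation.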
D2 agonist = agonists of human D2 dopamine receptor | P14416 | HEK293 T-REx D2 cells, calcium flux agonist mode | activation, % at 2 µM | 0.53% of 340,000 active;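 active = activation over 3 SD above normal in the single-dose calcium agonist read, cut at about 30% in these data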; also: 0% is about no effect
Target sequence (P14416 whole entry, looked up): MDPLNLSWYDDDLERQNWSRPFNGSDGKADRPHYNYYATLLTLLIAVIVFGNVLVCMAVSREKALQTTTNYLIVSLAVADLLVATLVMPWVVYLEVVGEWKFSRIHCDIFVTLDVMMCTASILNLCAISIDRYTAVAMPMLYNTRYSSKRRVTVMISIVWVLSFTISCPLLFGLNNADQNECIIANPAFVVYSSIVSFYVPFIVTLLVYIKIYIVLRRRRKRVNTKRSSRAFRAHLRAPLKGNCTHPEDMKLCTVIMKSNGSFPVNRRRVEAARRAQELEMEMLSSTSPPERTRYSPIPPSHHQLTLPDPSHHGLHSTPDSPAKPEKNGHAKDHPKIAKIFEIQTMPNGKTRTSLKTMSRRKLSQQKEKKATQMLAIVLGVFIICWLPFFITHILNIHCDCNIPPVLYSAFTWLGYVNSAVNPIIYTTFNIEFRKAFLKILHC
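Calcium-flux readout, 1 cycle/sec over 180 s following compound pin transfer, in inducible HEK293 Trex D2 cells (force-coupled); dopamine controls included. Positive calcium responses during this window marked compounds as potential agonists.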
ALOX12 inh = inhibitors of human 12S-lipoxygenase ALOX12; P18054; purified 12hLO, xylenol orange hydroperoxide absorbance; Potency, µM (titrated, usually from 108 µM), without a hit: at the highest dose activity change, negative = inhibition, usual class: inhibitors; 1.1% of 580,000 active; AID 1671190; also: potency is read from the fitted curve at half-maximal effect; % is scaled to controls: 0 for no effect and ±100 for the full control effect
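Purified human 12hLO at 150 nM in 25 mM Hepes, 0.01% Triton X-100, pH 7.0, preincubated 15 min at room temperature with compound. Reaction started with 40 uM arachidonic acid, 30 min at room temperature. Hydroperoxide measured by Fe-xylenol orange, 573/405 nm absorbance ratio.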
D2 antagonist = antagonizes the human D2 dopamine receptor; P14416; HEK293 TREx D2 cells, calcium flux, dopamine EC80; inhibition, % at 10 µM; 2% of 340,000 active; AID 485344; in the data active = inhibition above about 30%; also: 0% is about no effect
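Tetracycline-induced HEK293 TREx cells expressing D2 receptor forced-coupled to calcium signalling, loaded with no-wash calcium dye. Compounds added and calcium flux read 180 s, then dopamine added at EC80 and read a further 180 s.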
* marks the source's active call; other numbers are inactive results; ? = inconclusive; . = not tested or not shown; & = joins results of further samples; [ ] = remark or other dose. Unless noted, calls follow the shape of the dose curve; as a rule, active = well fitted curve in the direction sought with a large enough effect; inconclusive = small, poorly fitted or top-dose-only effect, or another doubt; inactive = no such curve, though single readings can be large; an effect the other way counts as inactive or inconclusive. These rows are one share of the data. The share of hits here may be higher or lower than overall.

SMILES	ERG-DNA inh	LDHA block	RGS4 inhibitor	Vif-A3F inh	Glioma ERSR ind	Vif-A3G inh	D2 agonist	ALOX12 inh	D2 antagonist
Cn1nc(-c2ccccc2)c(-c2ccccc2)c(C(=O)Nc2ccccc2C(N)=O)c1=O	0%	2	-14%	4%	-1%	-3%	-1.1	0%	.
CCCCc1nc2ccccc2n1CC(=O)N(COCC)c1c(C)cccc1CC	0%	1	-21%	6%	-1%	0%	10	-7%	.
COc1cccc(C(=O)NC2C(=O)N3C(C(=O)O)=C(COC(C)=O)CSC23)c1 (configuration not stated)	5%	1	-28%	?	-3%	1%	-0.1	?	4
O=c1oc2ccccc2c(O)c1Cc1cc(Cl)c2cccnc2c1O	54%[activator]	-1	3%	19%	8%	3%	-1.5	1%	20
Cc1cccc(-n2c(SCC(=O)N3CC(=O)Nc4ccccc43)nc3ccccc3c2=O)c1C	-2%	-3	1%	0%	-5%	-4%	0.6	?	-6
O=C(CCNC(=O)C1CCN(S(=O)(=O)c2ccc(F)cc2)CC1)NC1CC1	6%	0	9%	-15%	-6%	2%	-0.1	1%	7
Cc1cc(N2CCC(C)CC2)nc(SCC(=O)c2ccccc2)n1	-1%	1	-39%	.	-8%	0%	0.6	-17%	17
Cc1ccc(-c2nnn(CC(=O)N(Cc3ccco3)C(C(=O)NC3CCCC3)c3cccs3)n2)o1 (configuration not stated)	2%	-5	-19%	6%	-5%	1%	0.9	-30%	-22
Cc1ccc(CCNc2ccc3ccccc3c2)cn1	7%	22	-44%	-5%	11%	-9%	.	-27%	.
COc1ccc(NC(=O)c2ccc3nc(C)sc3c2)cc1	4%	-2	17%	1%	-1%	-1%	-0.8	10%	-3
CN(C)c1ccc(CNC(=O)CCn2cccn2)cc1	4%	5	-6%	1%	-3%	3%	0.3	-10%	.
C=CCN1C(=O)/C(=C2/Sc3ccc(OC)cc3N2C)SC1=NCc1ccccc1	-13%	-3	10%	-4%	-4%	0%	0.1	-1%	12
Cc1ccc(S(=O)(=O)N2CCCCC2)cc1NS(=O)(=O)c1cccc(C(=O)O)c1	4%	0&-8	-9%	-14%	-2%	2%	0.4	?	3
CCOc1ccc(OCC)c(S(=O)(=O)NCc2ccccc2)c1	-3%	-4	19%	3%	-4%	0%	-2.4	8%	3
COc1ccc(C(=O)N[C@H](C(=O)NCC2CCCCC2)C(C)C)cc1	1%	-8	-3%	6%	4%	-2%	0.8	-18%	-2

Complete entries from above.
Shown for Cc1cc(N2CCC(C)CC2)nc(SCC(=O)c2ccccc2)n1 → ERG-DNA inh = -1%; LDHA block = 1; RGS4 inhibitor = -39%; Vif-A3F inh = .; Glioma ERSR ind = -8%; Vif-A3G inh = 0%; D2 agonist = 0.6; ALOX12 inh = -17%; D2 antagonist = 17
Shown for COc1ccc(NC(=O)c2ccc3nc(C)sc3c2)cc1 → ERG-DNA inh = 4%; LDHA block = -2; RGS4 inhibitor = 17%; Vif-A3F inh = 1%; Glioma ERSR ind = -1%; Vif-A3G inh = -1%; D2 agonist = -0.8; ALOX12 inh = 10%; D2 antagonist = -3

Going on with the list.
SMILES	ERG-DNA inh	LDHA block	RGS4 inhibitor	Vif-A3F inh	Glioma ERSR ind	Vif-A3G inh	D2 agonist	ALOX12 inh	D2 antagonist
O=S(=O)(NCCN1CCOCC1)c1ccc2ccccc2c1	-2%	-1	16%	-15%	1%	-6%	.	?	.
NC(=O)SCC(=O)Nc1ccc(Cl)cc1	1%	-1	?	4%	?	-24%	0.2	2%	3
Cc1ccc(Cn2ccn(Cc3ccccc3F)c(=O)c2=O)cc1	-7%	-4	21%	4%	18%	-2%	1.3	-18%	.
COc1cc(OC)c2c(c1)OC(=O)CC2c1cc(OC)c(OC)c(OC)c1 (configuration not stated)	9%	-3	2%	8%	-1%&-7%	8%	.	-4%	.
COc1ccc(/C=C2\SC(=S)N(CCC(=O)Nc3ccccn3)C2=O)cc1OC	5%	-6	-2%	-6%	-10%	0%	1.4	2%	28
COc1ccccc1NC(=O)C1=C(C)Nc2c(C(=O)Nc3ccc(C)cc3)cnn2C1c1cccc(OC)c1OC (configuration not stated)	6%	-8	26%	-9%	1%	-5%	0.0	0%	.
COc1ccc(S(=O)(=O)N2CCC(C(=O)NCC3CC3)CC2)cc1	2%	-4	26%	-18%	-5%	4%	0.7	-1%	-9
CCN1C(=O)N[C@@H](c2ccccc2)[C@H](C(=O)OC)[C@H]1C	1%	5	-8%	1%	-4%	2%	.	19%	.
Cc1ccc(NC2(c3ccccc3)C(=O)c3ccccc3C2=O)cc1F	-5%	0	-5%	4%	5%	-10%	0.7	-2%	.
N#CCC(=O)Nc1nc(-c2ccc3c(c2)OCCO3)cs1	5%	-3	-19%	-4%	-4%	-4%	5.8	2%	13
CCOC(=O)c1c[nH]c2ccc([N+](=O)[O-])cc12	-12%	0	2%	-1%	0%	-5%	.	-16%	.
CCOc1ccc(/C=C/[N+](=O)[O-])c2ccccc12	-14%	3	?	-13%	-12%	?	7.5	.	-10
CC(NC(=O)c1ccccc1F)C12CC3CC(CC(C3)C1)C2 (configuration not stated)	11%	1	-9%	-23%	-4%	2%	-2.0	-1%	-2
NC(c1csc(NC(=O)Nc2ccccc2Oc2ccccc2)n1)c1ccccc1Cl (configuration not stated)	.	-19	.	.	0%	-15%	.	-10%	.
S=c1[nH]nc(C2CC2)n1Cc1ccco1	-7%	-2	-31%	-1%	-1%	2%	0.5	?	-4
O=C(O)CNC(=O)c1cccc(C(F)(F)F)c1	1%	-1	38%	-2%	-2%	-6%	.	-4%	.
Cc1cccc[n+]1CC(=O)Nc1ccc([N+](=O)[O-])cc1Cl	4%	-4	13%	-23%	-2%	-1%	.	0%	.
Cc1ccc(NC2=NC(c3ccccc3)n3c(nc(C)cc3=O)N2)c(C)c1 (configuration not stated)	3%	0	-19%	5%	-3%	1%	-0.6	3%	1
COc1cc(CNc2ccc3c(c2)ncn3C(C)C)cc(OC)c1OC	-25%	22	13%	-6%	-3%	-19%	0.4	-1%	.
CCOC(=O)c1sc(NC(=O)CSc2nc(C)cc(C)c2C#N)c(C#N)c1C	4%	0	-53%	10%	1%	6%	1.0	-1%	5
CSc1ncnc2c1ncn2CCCNc1ccc(C)c(C)c1	.	3	.	-3%	-1%	1%	.	27%	.
Cn1c(=S)n(CCC(=O)O)c2ccccc21	4%	-11	-39%	-9%	0%	-3%	0.0	-55%	1
O=C(/C=C/c1cccc(Br)c1)c1ccc2c(c1)OCO2	0%	-1	-35%	3%	?	-20%	0.1	?	-10
COc1ccc(-c2nc3c(C)cc(Br)cn3c2Cc2cccc(Cl)c2)cc1OC	.	0	.	.	-3%	-6%	.	24%	.
CCOc1ccccc1C1CC(c2ccc(F)cc2)Nc2nc(N)nn21 (configuration not stated)	0%	-8	11%	0%	-3%	0%	1.5	7%[57.4 µM]	19
CCCNC(=O)c1c(N)n(-c2ccc3c(c2)OCO3)c2nc3ccccc3nc12	-1%	0	16%	2%	-5%	-2%	1.3	0%	8
O=C(COC(=O)c1ccc(Br)o1)Nc1ncc([N+](=O)[O-])s1	0%	-3	-34%	-11%	4%	1%	0.1	13%	-43
O=C(/C=C\NCC(=O)c1ccccc1)c1ccc(F)cc1	-16%	0	-28%	-2%	-1%	5%	0.1	-20%	3
Cc1ccc2nc(NC(=O)CSCC(=O)Nc3cc(C)on3)sc2c1	-5%	-1	9%	-7%	1%	-6%	-0.3	?	-19
COC(=O)C(C)n1cnc2c(cnn2-c2ccc(Cl)cc2)c1=O (configuration not stated)	-8%	-8	32%	.	0%	-1%	0.5	0%	28
CCOC(=O)c1ccc2nc(CCC(=O)N[C@H](C(=O)OC)C(C)C)c(=O)n(CC)c2c1	16%	-2	1%	-1%	2%	-1%	0.0	5%	-10
Cc1c(NC(=O)C(C)Sc2nc(N)cc(=O)[nH]2)c(=O)n(-c2ccccc2)n1C (configuration not stated)	8%	-1	10%	0%	-5%	-6%	.	-7%	.
CC(C)CCNC(=O)C1CCC(CNc2c(N3CCCC3)c(=O)c2=O)CC1 (configuration not stated)	-13%	4	5%	-2%	-4%	-1%	.	-3%	.
Cc1cn(C2CC(O)C(CO)O2)c(=O)n(CCCc2ccccc2)c1=O (configuration not stated)	.	-4	-3%	-3%	1%	-3%	.	-26%	.
Cc1ccc(-c2ccc(/C=C3\SC(N4CCOCC4)=NC3=O)o2)cc1	27%	4	?	-11%	2%	-1%	12	35µM*	2
COc1ccc(OCC(=O)Nc2c(C(=O)N3CCN(C)CC3)oc3ccccc23)cc1	2%	0	-46%[56.9 µM]	4%	-2%	3%	0.9	-4%	8
COc1cc(CCC(=O)Nc2ccc(Br)c(C(F)(F)F)c2)cc(OC)c1OC	?	5	-3%	4%	-6%	-1%	-1.5	-22%	14
COc1ccccc1COCC(O)CN1CCN(S(=O)(=O)c2cccc(F)c2)CC1 (configuration not stated)	6%	-17	-8%	-1%	-1%	-1%	0.1	?	11
Cc1cccc(OCC(=O)N/N=C2/SCC(=O)N2Cc2ccco2)c1	-9%	-6	?	5%	0%	-5%	-1.0	-16%	-9
Cc1cc(N2CCN(C)CC2)nc2ccc(NC(=O)Nc3cccc(Cl)c3)cc12	?	-4	-35%	1%	-2%	-1%	.	?	.
O=C(Nc1ccc(Br)c(Br)c1)C1CCCO1 (configuration not stated)	8%	-8	-11%	4%	6%	-1%	.	385%[activator]	.
